PI5P4K alpha inh: PI5P4K alpha (human) kinase inhibition; P48426; PI5P4Kalpha enzyme, ADP-Glo luminescence, 60 min; active compounds read low; max response, %; 1.2% of 330,000 active; AID 652105; active means max response of -50% or lower; inconclusive means between -30% and -50%; inactive means -30% or higher; further: value at the top dose of about 77 µM; on the % scale 0 is the no-effect control and ±100 the full control effect
Target sequence (P48426 whole entry, looked up): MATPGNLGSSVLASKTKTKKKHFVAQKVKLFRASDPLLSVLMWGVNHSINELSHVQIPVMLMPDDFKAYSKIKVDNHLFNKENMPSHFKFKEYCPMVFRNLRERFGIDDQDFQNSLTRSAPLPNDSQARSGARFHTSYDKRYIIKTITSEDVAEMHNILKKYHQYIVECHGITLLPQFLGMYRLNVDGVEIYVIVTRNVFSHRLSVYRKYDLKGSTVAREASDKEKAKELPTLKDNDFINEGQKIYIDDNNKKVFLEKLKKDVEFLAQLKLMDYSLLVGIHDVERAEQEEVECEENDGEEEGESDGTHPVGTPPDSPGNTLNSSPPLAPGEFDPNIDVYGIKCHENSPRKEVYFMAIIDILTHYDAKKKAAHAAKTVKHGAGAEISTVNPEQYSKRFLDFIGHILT
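Controls without substrate or without enzyme flank wells where PI5P4Kalpha converts substrate using 5 microM ATP (final). Incubation lasts 60 minutes at room temperature; ADP formed is read by ADP-Glo luminescence.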
IL2 activator: activators of IL-2; IL-2 activation reporter assay, cell-based qHTS; stimulated with anti-CD3/CD4/CD28 beads; in transgenic mouse T cells; activation, % (series mostly up to about 46 µM); 0.065% of 360,000 active; in the data active means activation above about 50%; inconclusive means mostly about 30% to 49%; further: 0% is about no effect
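Unstimulated transgenic mouse T cells preincubated 60 min with compound, then stimulated with anti-CD3/anti-CD4-coated beads plus anti-CD28 for 18 h at 37 degrees C. IL-2 response read as EGFP and DsRed fluorescence by plate cytometry.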
EPAC1 ag: EPAC1 (human) agonism. O95398. EPAC1 agonist qHTS, biochemical assay; response scale: 100% = response to 6.5 mM cAMP. Potency, µM (titrated, usually from 154 µM), without a hit: at the highest dose activation, most hits filed as activators. 0.073% of 360,000 active; further: potency means the concentration at half of the fitted maximal effect; nearly all actives have a fitted effect of over 60% in size
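Compounds were pinned as a concentration titration into mixtures of EPAC1 (100 nM), BODIPY-GDP-loaded Rap1B (250 nM) and GDP (50 uM). After 5 min at room temperature, fluorescence was followed for 30 min; activity was scaled to 6.5 mM cAMP.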
PTHR1 agonist: PTHR1 (human) receptor agonism; Q03431; HEK293 GP2 PTHR1 cells, GloSensor cAMP luminescence, 1 h; Potency, µM (doses to about 115 µM), for the others: top-dose activation, actives largely listed as activators; 0.075% of 410,000 active; AID 743266; further: potency means the concentration at half of the fitted maximal effect; nearly all actives have a fitted effect of over 55% in size; some results filed as inactive show a strong effect at the top dose; inactives centre near -15; many of its hits are not listed in these tables
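HEK-293-derived GP2 cells expressing PTHR1 and a GloSensor cAMP reporter, 3,000/well, plated overnight, given luciferin plus IBMX (each 0.5 mM as added) for 1 h at 37 °C, then compound for 1 h at 37 °C. Luminescence was read after 15 min at room temperature.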
PLK1 PBD inh: PLK1 (human) polo-box domain binding inhibition | P53350 | Plk1 PBD binding of FITC phosphopeptide, fluorescence polarization | Potency, µM, for inactives: max response, negative = inhibition, most hits filed as inhibitors | 2.8% of 360,000 active | AID 720504; further: potency means the concentration at half of the fitted maximal effect; series mostly up to about 57 µM; on the % scale 0 is the no-effect control and ±100 the full control effect; nearly all actives have a fitted effect of over 65% in size
GLP1R cytotox: cytotoxic in the GLP-1 receptor inverse agonist counter-screen. Potency, µM (highest dose often 38.3 µM), inactives show at the highest dose activity change, negative = inhibition, actives largely listed as inhibitors. 0.13% of 410,000 active. HEK293 cAMP-luciferase reporter cells, luminescence, 24 h;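 further: loss of luciferase light is scored as toxicity; potency means the concentration at half of the fitted maximal effect; on the % scale 0 is the no-effect control and ±100 the full control effect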
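A 23 nL compound transfer followed 12 hours of cell culture at 37 deg C; exposure then lasted 24 hr. Luciferase assay detection reagent was dispensed and plates read for luminescence after a 12 min room-temperature wait.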
EPAC1 antag: antagonists of human EPAC1. EPAC1 GEF assay, Rap1b-BODIPY-GDP exchange fluorescence. Potency, µM (doses to about 115 µM), without a hit: at the top dose activity change, negative = inhibition, actives largely listed as inhibitors. 0.14% of 360,000 active. AID 720709;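 further: potency means the concentration at half of the fitted maximal effect; plate controls were vehicle for no effect and positive control for full effect; nearly all actives have a fitted effect of over 50% in size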
GLP1R inv ag: acts as inverse agonist at human GLP-1 receptor; AID 624417; HEK293 GLP-1R CRE-luciferase, luminescence, 24 h; GLP-1R form is constitutively active; P43220; Potency, µM (highest dose often 38.3 µM), for the others: at the top dose activity change, negative = inhibition, most hits filed as inhibitors; 1.6% of 410,000 active; further: potency means the concentration at half of the fitted maximal effect; on the % scale 0 is the no-effect control and ±100 the full control effect; nearly all actives have a fitted effect of over 55% in size
Target sequence (P43220 whole entry, looked up): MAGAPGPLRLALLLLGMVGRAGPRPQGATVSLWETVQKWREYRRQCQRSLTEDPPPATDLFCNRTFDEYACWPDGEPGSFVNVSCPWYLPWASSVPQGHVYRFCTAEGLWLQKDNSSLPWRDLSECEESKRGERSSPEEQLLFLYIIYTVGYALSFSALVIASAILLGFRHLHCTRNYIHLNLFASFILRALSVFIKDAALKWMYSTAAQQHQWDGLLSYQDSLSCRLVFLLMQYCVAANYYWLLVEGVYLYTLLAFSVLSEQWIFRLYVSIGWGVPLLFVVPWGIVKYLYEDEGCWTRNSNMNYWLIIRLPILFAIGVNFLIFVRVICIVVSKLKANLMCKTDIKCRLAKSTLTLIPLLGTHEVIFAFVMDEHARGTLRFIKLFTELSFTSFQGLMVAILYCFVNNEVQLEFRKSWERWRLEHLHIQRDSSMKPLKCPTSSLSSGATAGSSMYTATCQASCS
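Inverse agonists were sought by their lowering of basal cAMP reporter luciferase output in HEK293 cells stably carrying constitutively active human GLP-1R, after 24 h compound treatment.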
GLP1R ag: activates the human GLP-1 receptor; HEK293 GLP-1R CRE-luciferase, luminescence, 4-6 h; cells express a hypersensitive GLP-1R form; 0.007% of 380,000 active; AID 624172; Potency, µM (highest dose often 45.6 µM), inactives show top-dose activation, most hits filed as activators; P43220; further: potency means the concentration at half of the fitted maximal effect; % of control where 0% means no effect
The depositor's hits bear a star; i = inactive; ? = inconclusive; . = no result given; [ ] = remark or other dose. Unless noted, the call rests on the fitted dose curve; in most records, active means well fitted curve in the direction sought with a large enough effect; inconclusive means small, poorly fitted or top-dose-only effect, or another doubt; inactive means no such curve, though single readings can be large; an effect the other way counts as inactive or inconclusive. Some of the compounds tested; the hit share may differ from the screen's.

SMILES	PI5P4K alpha inh	IL2 activator	EPAC1 ag	PTHR1 agonist	PLK1 PBD inh	GLP1R cytotox	EPAC1 antag	GLP1R inv ag	GLP1R ag
COC(=O)CCC(=O)OC1(C)C(=O)C2=CN(Cc3ccc4c(c3)OCO4)C(c3ccc(OC)cc3)=CC2=C(Br)C1=O (stereo not drawn)	?	0.3	-17.5%	3.9%	?	3.8%	-15.8%	1.7%	-0.2%
CC(=O)c1cccc(Nc2ccc(Br)cc2)c1	17.1	0.4	-3.8%	-11.8%	1.6%	-12.3%	5.5%	-24.7%	-1.2%
CC(CC(C)C(=O)N1CCOCCN(C(=O)C(C)CC(C)C(=O)O)CCOCC1)C(=O)O (stereo not drawn)	10.5	0.9	6.8%	-12.6%	1.2%	-2.9%	5.3%	6.7%	0.9%
COc1cccc(C(=O)N2CCN(Cc3nc(CC4CC4)no3)CC2)c1	4.2	-0.8	-0.4%	i	1.3%	6.0%	6.5%	-0.7%	-3.1%
Cn1c(NCc2ccccc2F)nc2cc(-c3cccc(C(F)(F)F)c3)sc2c1=O	0.5	0.7	5.8%	-49.6%[inhibitor]	-1.8%	2.2%	0.2%	27.8%	-1.7%
Cc1ccc(S(=O)(=O)N2CCC(=O)N([C@H](COCc3cccc(Cl)c3)Cc3ccccc3)CC2)cc1	10.8	-0.4	-1.0%	-51.0%[inhibitor]	-14.0%	3.6%	-12.7%	?	-7.6%
COc1cccc(/C=N/NC(=O)c2cc3c(OC)c(OC)ccc3[nH]2)c1OC	-8.1	-2.5	-10.2%	-17.3%	2.1%	4.1%	-16.0%	?	13.1%
COCc1nnc(NC(=O)COc2ccc3c(c2)OCO3)s1	-4.2	0.9	9.4%	i	16.8µM*	-1.4%	13.3%	-9.5%	12.8%
Cc1ccccc1CNC(=O)CN(c1cccc([N+](=O)[O-])c1)S(C)(=O)=O	2.5	-4.0	-13.3%	-10.3%	3.5%	3.6%	7.9%	-4.4%	-10.1%
Cc1cc(C(=O)NC2CCCCC2C)c2ccccc2n1 (stereo not drawn)	3.4	-1.8	-15.0%	-27.1%	2.8%	-2.7%	-1.6%	-2.5%	-5.3%
CC(C)Oc1ccc(S(=O)(=O)N2CCOCC2)cc1NC(=O)CN1C(=O)c2ccccc2C1=O	3.5	0.6	9.0%	-1.7%	-8.1%	3.4%	-29.9%	7.3%	5.1%
COc1ccccc1-c1noc(-c2ccccc2)n1	-2.7	-4.2	-0.9%	-37.0%[inhibitor]	-17.9%	-7.6%	-7.0%	0.0%	7.6%
O=c1c2ccccc2sn1-c1ccccc1	-95.5*	-3.9	7.2%	-14.1%	1.06µM*	?	8.6%	10µM*	-8.1%
CCCCOc1ccc(CN2CCC(O)CC2)cc1	.	0.3	1.7%	i	-2.8%	-25.0%	-13.0%	?	17.7%
O=C(Nc1ccc2nc3n(c(=O)c2c1)CCCCC3)C(=O)N1CCN(c2ccccc2F)CC1	-14.4	-0.5	0.5%	-23.7%	29.9µM*	-3.5%	3.3%	1.5%	-6.0%
N#CCCN(Cc1ccccc1)C(c1ccnc2ccccc12)c1nnnn1-c1ccc2c(c1)OCCO2 (stereo not drawn)	2.8	-0.3	-1.8%	-46.7%[inhibitor]	6.0%	-2.4%	-2.8%	5.7%	-0.6%
O=C(Nc1ccccn1)C1(c2ccccc2)CCCC1	.	-0.4	9.9%	i	-3.7%	-15.0%	0.0%	?	-11.8%
CCOC(=O)[C@H]1[C@H]2COc3ccc(Br)cc3[C@@H]2N2C(=O)CN(Cc3ccc(F)cc3)C(=O)[C@@]12C	9.0	0.9	-13.6%	-38.6%[inhibitor]	6.8%	-17.9%	-1.7%	?	9.0%
CC(C)C(NC(=O)c1cccc(S(=O)(=O)N2CCOCC2)c1)C(=O)NCCc1ccccn1 (stereo not drawn)	5.1	0.5	1.7%	-25.7%	?	0.2%	8.9%	-2.6%	-5.8%
CCc1cccc(C)c1N(C(=O)Cn1c(COC)nc2ccccc21)C(C)COC (stereo not drawn)	-0.2	0.2	4.4%	i	?	-21.8%	-1.6%	?	1.8%
Cc1cccc(C)c1NC(=O)C(c1ccnc2ccccc12)N1CCN(C)CC1 (stereo not drawn)	1.8	-0.7	2.0%	-22.2%	-15.7%	0.4%	5.9%	-5.6%	.
O=S(=O)(c1cnc(Cl)c(Cl)c1)N1CCc2ccccc21	8.8	-0.2	-11.9%	-47.4%[inhibitor]	0.8%	2.8%	7.0%	-20.1%	-2.2%
Cc1cccc(OCCNC(=O)CSc2ccc(C(F)(F)F)cc2[N+](=O)[O-])c1	2.6	-1.8	-30.7%[inhibitor]	-7.5%	?	-4.5%	4.6%	?	2.0%
O=C(c1ccc(F)cc1)N1CCN(C2CCCCC2)CC1	-2.2	-0.6	6.3%	-32.9%	-14.0%	11.7%	7.2%	-11.5%	1.4%
C/C(=N\NC1=NCCN1)c1ccccc1	-3.8	-3.8	-6.0%	25.8%	0.1%	6.1%	4.4%	-12.4%	-2.3%

Part of the list above in order of formula weight, largest number first:
SMILES	PI5P4K alpha inh	IL2 activator	EPAC1 ag	PTHR1 agonist	PLK1 PBD inh	GLP1R cytotox	EPAC1 antag	GLP1R inv ag	GLP1R ag
O=C(Nc1ccc2nc3n(c(=O)c2c1)CCCCC3)C(=O)N1CCN(c2ccccc2F)CC1	-14.4	-0.5	0.5%	-23.7%	29.9µM*	-3.5%	3.3%	1.5%	-6.0%
Cn1c(NCc2ccccc2F)nc2cc(-c3cccc(C(F)(F)F)c3)sc2c1=O	0.5	0.7	5.8%	-49.6%[inhibitor]	-1.8%	2.2%	0.2%	27.8%	-1.7%
Cc1cccc(OCCNC(=O)CSc2ccc(C(F)(F)F)cc2[N+](=O)[O-])c1	2.6	-1.8	-30.7%[inhibitor]	-7.5%	?	-4.5%	4.6%	?	2.0%
COc1cccc(C(=O)N2CCN(Cc3nc(CC4CC4)no3)CC2)c1	4.2	-0.8	-0.4%	i	1.3%	6.0%	6.5%	-0.7%	-3.1%
CC(=O)c1cccc(Nc2ccc(Br)cc2)c1	17.1	0.4	-3.8%	-11.8%	1.6%	-12.3%	5.5%	-24.7%	-1.2%
CCCCOc1ccc(CN2CCC(O)CC2)cc1	.	0.3	1.7%	i	-2.8%	-25.0%	-13.0%	?	17.7%
O=c1c2ccccc2sn1-c1ccccc1	-95.5*	-3.9	7.2%	-14.1%	1.06µM*	?	8.6%	10µM*	-8.1%

(next part)
SMILES	PI5P4K alpha inh	IL2 activator	EPAC1 ag	PTHR1 agonist	PLK1 PBD inh	GLP1R cytotox	EPAC1 antag	GLP1R inv ag	GLP1R ag
Cc1ccc2c(COC(=O)C3CSC4(C)CCC(=O)N34)cc(=O)oc2c1C (stereo not drawn)	10.1	-2.7	3.5%	-14.5%	-5.3%	-4.6%	-1.1%	-10.8%	0.3%
Nc1nc(N)c(S(=O)(=O)c2ccccc2)c(Nc2ccccc2)n1	.	.	.	-8.0%	.	4.9%	.	10.6%	8.3%
CC(NC(=O)CN(C)CC(=O)Nc1cccc(F)c1)c1ccccc1 (stereo not drawn)	3.9	2.3	-10.4%	i	1.4%	-14.7%	-15.3%	-15.5%	-7.4%
O=S(=O)(NC(=S)NC1CCCCC1)c1ccc(Cl)cc1	-9.3	1.2	-3.4%	-2.6%	?	-3.8%	-1.8%	-23.7%	-3.4%
CCN(CC)S(=O)(=O)c1ccc(Cl)c(C(=O)NCC2CCCO2)c1 (stereo not drawn)	.	-0.7	10.7%	i	-2.7%	24.9%	0.5%	15.0%	5.3%
Cc1cccc(OCC(O)Cn2ccnc2C)c1 (stereo not drawn)	-1.7	-3.5	7.1%	-19.5%	-15.9%	-3.1%	-9.9%	-18.9%	2.1%
CC(=O)Nc1nc2n(n1)C(c1ccc(F)cc1)C=C(c1ccccc1)N2 (stereo not drawn)	-2.5	-0.5	-3.7%	-22.9%	-24.1%	.	-1.2%	41.6%[activator]	-2.7%
CCN1CCN(c2ccc(NC(=O)c3cccc4ncccc34)cc2)CC1	.	0.7	8.1%	i	2.3%	-11.2%	-1.1%	0.0%	-3.0%
Cc1cccc(S(=O)(=O)N(C)C[C@@H]2OCc3cn(nn3)CCCC(=O)N([C@H](C)CO)C[C@H]2C)c1	-4.9	-2.7	18.2%	-16.3%	-21.6%	0.1%	?	13.8%	28.1%
COc1ccc(-n2c3c(cc(C#N)c2=O)C(=O)CCC3)cc1	2.9	0.0	11.6%	-16.1%	-7.5%	0.5%[7.66 µM]	9.5%	-9.8%[7.66 µM]	0.1%
N#CC1=C(SCc2ccccc2Cl)NC(=O)C(C(N)=O)C1 (stereo not drawn)	.	-1.4	6.0%	i	-7.4%	1.3%	-7.9%	13.4%	-4.7%
O=C(COc1ccc(Cl)cc1Br)NC(=O)NC1CCCC1	6.7	-0.1	6.5%	-30.9%[inhibitor]	-9.5%	-3.2%	-15.1%	10µM*	1.6%
CCCSc1nc(C)c(C(C)=O)cc1C#N	2.2	-2.3	-8.8%	-20.7%	-4.9%	12.3%	-10.2%	-16.2%	15.6%
COc1cc(-c2[nH]ncc2CN2CCCC2c2nonc2C)cc(OC)c1OC (stereo not drawn)	9.1	-1.1	4.1%	i	3.2%	-8.1%	-10.0%	5.0%	10.7%
Cc1ccc(C(=O)NCCc2nc3ccccc3[nH]2)cc1[N+](=O)[O-]	-8.6	-3.4	8.1%	-8.3%	-11.2%	18.5%	-8.2%	0.6%	11.7%

Arranged by heavy-atom count (low to high): some entries from above.
SMILES	PI5P4K alpha inh	IL2 activator	EPAC1 ag	PTHR1 agonist	PLK1 PBD inh	GLP1R cytotox	EPAC1 antag	GLP1R inv ag	GLP1R ag
CCCSc1nc(C)c(C(C)=O)cc1C#N	2.2	-2.3	-8.8%	-20.7%	-4.9%	12.3%	-10.2%	-16.2%	15.6%
COc1ccc(-n2c3c(cc(C#N)c2=O)C(=O)CCC3)cc1	2.9	0.0	11.6%	-16.1%	-7.5%	0.5%[7.66 µM]	9.5%	-9.8%[7.66 µM]	0.1%
Cc1ccc2c(COC(=O)C3CSC4(C)CCC(=O)N34)cc(=O)oc2c1C (stereo not drawn)	10.1	-2.7	3.5%	-14.5%	-5.3%	-4.6%	-1.1%	-10.8%	0.3%
